Screening results: PubChem BioAssay, National Center for Advancing Translational Sciences (NCATS)
Rab9 prom act: activates the Rab9 promoter; Huh7 Rab9 promoter-luciferase reporter, luminescence, 24 h; Potency, µM (titrated, usually from 9.22 µM), without a hit: at the top dose activation, negative = inhibition, actives largely listed as activators; 320,000 compounds, 2.8% hits; also: potency is read from the fitted curve at half-maximal effect; % of control where 0% means no effect; nearly all actives have a fitted effect of over 60% in size
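Cell-based reporter: Huh7 stable for Rab9 promoter-driven luciferase, plated in reduced-serum medium with 10% FBS at 1500 cells/well, compound-treated 24 h at 37 °C, luminescence read after 10 min reagent.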
VP16 counter: counter-screen for ROR gamma inhibitors: Gal4-VP16 reporter; Drosophila S2 Gal4-VP16 UAS-luciferase, luminescence, 20 h; Potency, µM (series often up to 53.6 µM), for the others: at the highest dose activity, negative = inhibition, most hits filed as inhibitors; 310,000 compounds, 3.5% hits;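 also: Gal4-VP16 expression switched on by copper sulfate through the metallothionein promoter; potency is read from the fitted curve at half-maximal effect; % is scaled to controls: 0 for no effect and ±100 for the full control effect; nearly all actives have a fitted effect of over 50% in size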
RORg inh: blocks mouse ROR gamma transcriptional activity. P51450. Drosophila S2 Gal4-RORgamma UAS-luciferase reporter, 20 h. Potency, µM (series often up to 53.6 µM), for the others: at the top dose activity change, negative = inhibition, most hits filed as inhibitors. 310,000 compounds, 5.4% hits; also: potency is read from the fitted curve at half-maximal effect; % is scaled to controls: 0 for no effect and ±100 for the full control effect; nearly all actives have a fitted effect of over 60% in size
Target sequence (P51450 whole entry, looked up, the tested form may be a part): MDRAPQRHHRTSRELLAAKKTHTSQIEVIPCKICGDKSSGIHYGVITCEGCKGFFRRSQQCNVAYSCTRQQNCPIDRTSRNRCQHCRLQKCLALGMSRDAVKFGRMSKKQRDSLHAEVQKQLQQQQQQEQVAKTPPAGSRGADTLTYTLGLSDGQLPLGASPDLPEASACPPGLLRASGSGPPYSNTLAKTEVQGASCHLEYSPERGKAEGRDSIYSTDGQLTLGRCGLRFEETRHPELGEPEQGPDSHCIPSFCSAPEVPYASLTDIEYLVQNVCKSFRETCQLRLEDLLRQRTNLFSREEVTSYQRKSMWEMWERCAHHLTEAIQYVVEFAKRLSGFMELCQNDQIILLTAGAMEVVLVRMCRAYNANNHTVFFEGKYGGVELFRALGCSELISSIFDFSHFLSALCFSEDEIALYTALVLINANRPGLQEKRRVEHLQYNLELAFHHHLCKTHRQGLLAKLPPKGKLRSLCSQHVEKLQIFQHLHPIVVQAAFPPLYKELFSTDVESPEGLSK
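Compounds are pin-transferred onto Drosophila Schneider cells expressing a copper-inducible Gal4–ROR gamma transactivation domain fusion. After 1 hr, copper sulfate is added to 700 uM final; luciferase is read 20 hr later.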
Giardia killer: Giardia lamblia killing; activity change, % at 7.66 µM, hits read low; Giardia lamblia trophozoite viability; 340,000 compounds, 0.15% hits; in the data active = activity change below about -80%; inconclusive = between about -30% and that limit;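 also: parasites exposed to compound for two days anaerobically before the ATP read; % is scaled to controls: 0 for no effect and ±100 for the full control effect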
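Trophozoite viability was measured as ATP-dependent luminescence, read 15-30 min after reagent addition. Before that, parasites at 100 cells/well were exposed to compounds for 48 h, anaerobically, at 37 deg C.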
FLuc modulator: firefly luciferase modulation, counter-screen for miR-21 project. purified FLuc, Km substrates, luminescence inhibition. Potency, µM (doses to about 57.5 µM), for inactives: top-dose activity change, negative = inhibition, actives largely listed as inhibitors. 360,000 compounds, 6.9% hits. AID 588342;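 also: potency is read from the fitted curve at half-maximal effect; plate controls were vehicle for no effect and reference inhibitor for full effect; nearly all actives have a fitted effect of over 55% in size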
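Biochemical qHTS of compounds, final roughly 60 µM downward over six points, against 10 nM purified firefly luciferase using Km concentrations of substrates (10 uM D-luciferin, 10 uM ATP) in Tris acetate pH 7.5 buffer; luminescence output.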
ELG1 genotox: genotoxicity induction in ELG1-luciferase HEK293T cells; HEK293T ELG1-luciferase reporter, luminescence, 16 h; Potency, µM (top dose mostly 46 µM), for inactives: at the top dose activity change, positive = activation, hits mostly activators; 330,000 compounds, 1.3% hits; also: potency is read from the fitted curve at half-maximal effect; % of control where 0% means no effect; nearly all actives have a fitted effect of over 60% in size
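Cells (2,000/well) expressing the ELG1-luciferase fusion are dosed by pin tool and kept 16 hr at 37 °C, 5% CO2. Signal comes from ONE-Glo luciferase reagent after 30 min at room temperature.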
PKM2 act: activators of human pyruvate kinase M2; P14618; purified PKM2, Kinase-Glo ATP luminescence, activation; response scale: 0% is enzyme alone, no compound; Potency, µM (titrated, usually from 57.5 µM), inactives show top-dose activation, hits mostly activators; 260,000 compounds, 0.34% hits; also: potency is read from the fitted curve at half-maximal effect; % is scaled to controls: 0 for no effect and ±100 for the full control effect; nearly all actives have a fitted effect of over 55% in size
Target sequence (P14618 whole entry, looked up): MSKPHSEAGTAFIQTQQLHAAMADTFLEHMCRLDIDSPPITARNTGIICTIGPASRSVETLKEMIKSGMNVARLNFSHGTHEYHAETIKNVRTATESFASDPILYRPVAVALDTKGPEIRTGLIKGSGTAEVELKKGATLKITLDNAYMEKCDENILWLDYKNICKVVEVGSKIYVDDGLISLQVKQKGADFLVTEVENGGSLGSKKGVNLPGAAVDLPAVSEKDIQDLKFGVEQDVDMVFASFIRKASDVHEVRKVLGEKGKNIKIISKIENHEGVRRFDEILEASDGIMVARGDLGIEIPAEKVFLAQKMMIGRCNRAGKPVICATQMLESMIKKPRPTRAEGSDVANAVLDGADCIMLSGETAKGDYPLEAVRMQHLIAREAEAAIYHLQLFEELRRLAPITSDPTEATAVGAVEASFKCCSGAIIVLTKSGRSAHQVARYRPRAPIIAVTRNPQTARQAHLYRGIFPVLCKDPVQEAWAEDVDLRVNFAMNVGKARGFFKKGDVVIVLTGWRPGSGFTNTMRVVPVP
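Purified hPK-M2 (>95% pure) converted ADP (0.1 mM final) to ATP with 0.5 mM PEP in 50 mM imidazole pH7.2, KCl, MgCl2, Tween 20, BSA; 1 h at room temperature. ATP detected by Kinase-Glo luminescence.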
NPC1 prom act: activates the NPC1 promoter; Huh7 NPC1 promoter luciferase reporter, 24 h; Potency, µM (series often up to 9.22 µM), without a hit: at the top dose activation, usual class: activators; 320,000 compounds, 2.4% hits; AID 485313;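 also: potency is read from the fitted curve at half-maximal effect; % of control where 0% means no effect; nearly all actives have a fitted effect of over 60% in size; reporter is driven by a mutant NPC1 promoter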
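Luminescence read-out of NPC1 promoter-driven luciferase in stably transfected Huh7 cells; compounds delivered in DMSO and left 24 h at 37C, 5% CO2, qHTS titration format.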
p53 reactivation: re-activators of mutant p53 | H1299 p53-A138V BP100-luciferase reporter, luminescence, 24 h | Potency, µM (doses to about 92.2 µM), without a hit: at the highest dose activity change, positive = activation, actives largely listed as activators | 320,000 compounds, 0.063% hits; also: potency is read from the fitted curve at half-maximal effect; % of control where 0% means no effect; nearly all actives have a fitted effect of over 45% in size
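H1299 (p53-null), stable ts p53-A138V + BP100-Luc; 1000 cells/well, Opti-MEM/10% FBS; cpd 4 pt, 1:5; 24 h, 37 deg C, 5% CO2; detection reagent 10 min RT; luminescence.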
BRCA1 expr up: BRCA1 expression activation; MCF7-BRCA1-FFLuc reporter, luminescence, 48 h; response scale: scaled: vehicle 0%, 10 µM genistein 100%; Potency, µM (highest dose often 46.1 µM), for inactives: at the highest dose activation, most hits filed as activators; 380,000 compounds, 1.1% hits; also: potency is read from the fitted curve at half-maximal effect; nearly all actives have a fitted effect of over 80% in size; some results filed as inactive show a strong effect at the top dose
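MCF7-BRCA1-FFLuc cells, 2000/well in phenol-red-free MEM, attached 2 h then treated 48 h at 37 C. Luciferase luminescence read 15 min after reagent; normalized to genistein maximum activation (10microM) and DMSO, concentration-response fitted.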
Menin MLL FP TR: inhibitors of human menin-MLL interaction, mutant MLL peptide; O00255; Menin + Texas Red MLL mutant peptide, fluorescence polarization; Potency, µM (top dose mostly 61.6 µM), for the others: at the highest dose FP activity change, negative = inhibition, actives largely listed as inhibitors; 270,000 compounds, 0.23% hits; AID 1768; active = well fitted inhibition curve with a large enough effect in the polarisation, with a control signal flat, not every such curve was filed as active; inconclusive = small, poorly fitted or top-dose-only effect, or effect the other way, or a change in a side signal; inactive = no such curve, though single readings can be large or run the other way; the % refers to the polarisation; also: potency is read from the fitted curve at half-maximal effect; % of control where 0% means no effect; many of its hits are not listed in these tables
Starred values were filed as active, the others as inactive; ? = inconclusive; . = no result given; [ ] = dose if it differs, or a comment. Unless noted, calls follow the shape of the dose curve; as a rule, active = well fitted curve in the direction sought with a large enough effect; inconclusive = small, poorly fitted or top-dose-only effect, or another doubt; inactive = no such curve, though single readings can be large; an effect the other way counts as inactive or inconclusive. These rows are one share of the data (hit frequency here may not be typical).

SMILES | Rab9 prom act | VP16 counter | RORg inh | Giardia killer | FLuc modulator | ELG1 genotox | PKM2 act | NPC1 prom act | p53 reactivation | BRCA1 expr up | Menin MLL FP TR
COc1ccc(-n2nc(C(=O)NCC(=O)N3CCN(C)CC3)c3ccccc3c2=O)cc1OC | 1% | 11% | -17% | -5 | ? | 1% | -7% | 3% | -2% | 3% | -11%
NS(=O)(=O)c1ccc(S(=O)(=O)N(CCc2ccccc2)Cc2ccccn2)cc1 | -1% | -1% | 14% | -26 | 7% | -2% | 0%[11.5 µM] | 3% | -20% | -33% | 25%
Cc1ccn(CCC(=O)N2c3ccccc3CC2C)n1 (stereo not drawn) | 0% | 2% | -3% | ? | 1% | 0% | . | -2% | 8% | -7% | 2%
CCOC(=O)C1CCCN(C(=O)CN(c2ccc(OC)cc2)S(=O)(=O)c2c(C)noc2C)C1 (stereo not drawn) | 7% | 2% | 4% | 19 | 1% | -1% | 12% | -3% | 2% | 27% | -3%[11.7 µM]
CCc1ccccc1N(CC(=O)N1CCN(c2ccccc2F)CC1)S(C)(=O)=O | -4% | 0% | 4% | -4 | -1% | -8% | -8% | 4% | -12% | 3% | -25%
Cc1c(Oc2ccc(C(F)(F)F)cc2[N+](=O)[O-])ccc2c3c(c(=O)oc12)CCC3 | 0% | 2% | -2% | 6 | -11% | -1% | 1% | 0% | 12% | 0% | -14%
O=C(NCc1ccc(Cl)s1)c1cc(COc2c(F)cccc2F)on1 | -4% | 20% | -18% | 5 | -1% | 0% | -6% | -3% | 2% | -23% | -1%
COC(=O)CC1C(=O)NCCN1C(=O)CSc1nc2ccc([N+](=O)[O-])cc2s1 (stereo not drawn) | 2% | -1% | 35% | -3 | -6% | -5% | . | -7% | -6% | 2% | 14%
CCN(CC)S(=O)(=O)c1ccc2[nH]cc(C(=O)NCCC3=CCCCC3)c(=O)c2c1 | -7% | 5µM* | 10µM* | 4 | 0% | -19% | 5% | -10% | -10% | -81% | ?
CSc1nc(NC(C)=O)nc(C)c1Cl | -9% | -2% | -12% | -3 | 0% | 0% | 2% | 1% | -5% | -1% | 4%
Cc1ccc(-c2csc3nc(C)n(-n4cccc4)c(=O)c23)o1 | 13% | -5% | 7% | 2 | -2% | -2% | ? | -1% | 5% | -11% | 3%
O=S(=O)(NCCC1=CCCCC1)c1cccc2nsnc12 | -2% | 9% | 13% | -15 | -2% | -5% | 5% | 3% | -10% | -6% | -3%
O=C(/C=C/Nc1ccc([N+](=O)[O-])cc1Br)c1cccc2ccccc12 | 1.1µM* | ? | 2.5µM* | -2 | 2.4µM* | ? | -11% | 3.2µM* | ? | ? | 16%
CC1(C)CC(=O)C2=C(C1)NC(SCC(=O)Nc1ccccc1)=C(C#N)C21CCCCC1 | 4% | -22% | 10% | 10 | 0% | -14% | -5% | -2% | 6% | -75% | -11%
O=C(O)c1ccc(S(=O)(=O)NCc2ccc3c(c2)OCO3)cc1 | 2% | -5% | -19% | -2 | 4% | -2% | . | 3% | 8% | -16% | -5%
Cc1ccc2[nH]c(=O)c(-c3noc(C(C)C)n3)cc2c1 | 15% | 4% | 1% | -5 | -1% | 0% | -7% | 6% | -1% | 0% | -8%[11.7 µM]
CCc1ccc(-c2cc(C(=O)O)c3ccccc3n2)s1 | 1.4µM* | ? | ? | ? | 0.54µM* | 16% | . | 2µM* | 15% | 35% | ?
Cc1ccc2nsnc2c1S(=O)(=O)NC1CC1 | 7% | 1% | -3% | -6 | -1% | 1% | 13% | -6% | 1% | 17% | 31%[activator]
CCOc1ccc(C(C)C)cc1S(=O)(=O)n1ccnc1C | -1% | -8% | -25% | -25 | 0% | 0% | -14% | -3% | -4% | 1% | -21%
CC(C)(C)c1ccc(C(=O)Nc2ccc(C(=O)N3CCOCC3)cc2)cc1 | 0% | -7% | 2% | 24 | ? | -15% | -5% | -1% | -15% | -18% | .
COc1cccc(NC(=O)/C=C/c2ccccc2[N+](=O)[O-])c1 | 4µM* | 6% | 27%[10 µM] | -6 | 5.4µM* | ? | 6% | ? | ? | 3.2µM* | ?
Cc1ccc(CC(=O)NCCc2ccc(S(N)(=O)=O)cc2)cc1 | 8% | 1% | -6% | -6 | -1% | 1% | 2% | 2% | . | 14% | 3%
NC(=O)C1(N2CCCCC2)CCN(C(=S)Nc2ccc(Cl)cc2)CC1 | 3% | 1% | -24% | -8 | 8% | 1% | -2% | 2% | -4% | -35% | .
Cc1cccc(NC(=O)CN(C)C(=O)/C=C/c2ccccc2)c1C | -5% | . | . | 12 | 0% | -1% | . | -3% | 8% | 30% | .
O=C(COC(=O)c1ccc(NS(=O)(=O)c2cccs2)cc1)Nc1nc2c(F)c(F)c(F)cc2s1 | 2% | -15% | 0% | -4 | -5% | -1% | 0% | -1% | -3% | -8% | .
CC(C)C(=O)Nc1ccc(NC(=O)c2cccs2)cn1 | ? | 10% | 5% | -1 | ? | 18µM* | -2% | ? | 25% | ? | 2%
N[C@H]1CONC1=O | 2%[46.1 µM] | . | . | 4 | . | . | . | 1%[46.1 µM] | . | 3% | -4%
O=C1N=C(N2CCN(c3ccccc3)CC2)SC1Cc1ccccc1 (stereo not drawn) | -3% | -6% | 27% | 4 | 3% | -1% | 2% | -1% | 0% | 9% | -2%
COc1ccc(C)cc1S(=O)(=O)N1CCN(c2ccccc2)CC1 | 2% | 1% | -1%[1.91 µM] | 13 | -1% | -1% | -11% | -3% | 2% | -19% | -13%
O=C(NC1CCN(Cc2ccccc2Cl)CC1)c1ccccc1 | -3% | 3% | 14% | -5 | 0% | -5% | . | 1% | -5% | 3% | -8%
N#CCc1ccc(C(=O)c2ccccc2)s1 | 6% | 19% | -6% | -15 | -8% | 2% | 10% | 3% | 6% | 26% | ?
Cc1ccc(SCC(=O)OCC(=O)N(CC(C)C)c2c(N)n(Cc3ccccc3)c(=O)[nH]c2=O)c(C)c1 | 0% | . | . | 0 | 2% | 1% | . | -3% | -16% | -33% | .
COc1ccccc1C(CNC(=O)c1ccc(S(=O)(=O)NCc2ccco2)cc1)N(C)C (stereo not drawn) | 10% | 19% | -11% | 13 | 1% | 2% | -5% | -1% | -10% | 31% | -2%
CCN(CC)CCn1c(OC)cc(=O)[nH]c1=O | -5% | -6% | ? | -10 | -1% | 0% | -4% | 0% | -5% | 9% | 11%
COc1ccccc1NC(=O)Cn1c(C)nc2c(sc(=S)n2Cc2ccco2)c1=O | 0% | -7% | 35% | -8 | 3% | -5% | 16% | -4% | -4% | -7% | ?
COc1ccccc1CNC(=O)Cc1ccc(OC)c(OC)c1 | -1% | -3% | 7% | 23 | -3% | -1% | 24%[11.5 µM] | -1% | -4% | -20% | -27%
COc1ccc(/C=C/C(=O)OCC(=O)Nc2ccc(N3CCOCC3)cc2)cc1 | 18% | 2% | -8% | 10 | -3% | -3% | 0% | -1% | -2% | -15% | -12%
COc1ccc(NC(=O)C(c2ccccc2)c2ccccc2)cn1 | -3% | -3% | 3% | 8 | -3% | -4% | 2% | -4% | -4% | 1% | 13%
Fc1ccc(Br)cc1C1C=C(c2ccc(Br)cc2)Nc2ncnn21 (stereo not drawn) | -14% | ? | 6.3µM* | 17 | 1% | 0% | 2% | -19% | 1% | -1% | -1%
COc1ccccc1OCC(=O)N1CC2(C)CC1CC(C)(C)C2 (stereo not drawn) | -4% | 20% | 4% | -5 | 5% | -2% | 5% | 1% | 6% | -27% | -9%
O=C(CN(Cc1ccc(F)cc1)C(=O)CCC(=O)Nc1ccccn1)NCc1ccc(F)cc1 | 5% | 5% | 16% | -15 | 0% | -26% | 0% | 1% | -6% | -14% | 1%
CN(C)CCCNS(=O)(=O)c1ccc(NC2CCCCCC2)c([N+](=O)[O-])c1 | -22% | 20µM* | -13% | -8 | 3% | -8% | . | -22% | 11% | -65% | .
NNC(=O)c1cc2c(s1)-c1cc(Cl)ccc1SC2 | 22% | -5% | ? | 1 | ? | -2% | 6% | 17% | 12% | -14% | .
CC(C)(C)OC(=O)N1CCCC1C(=O)NC(Cc1ccccc1)C(=O)O (stereo not drawn) | -7% | -1% | 34% | -2 | -1% | 1% | 0% | 2% | 5% | 1% | -16%
Cc1ccc(C2C(C#N)=C(N)SC(N)=C2C#N)c(C)c1 | -4% | ? | ? | -8 | 3% | -3% | 14% | 11% | 6% | -7% | ?
